Screening data as filed in PubChem.
p53 reactivation – restores transcriptional activity of mutant p53. Potency, µM (titrated, usually from 92.2 µM), inactives show top-dose activity change, positive = activation, usual class: activators. 0.063% of 320,000 active. H1299 p53-A138V BP100-luciferase reporter, luminescence, 24 h; further: % of control where 0% means no effect; nearly all actives have a fitted effect of over 45% in size
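p53-null H1299 cells stably carrying temperature-sensitive p53-A138V and a BP100-luciferase reporter were pinned with compounds (4-point, 1:5 series) and held 24 hrs at 37 deg C. Luminescence was read 10 min after detection reagent.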
BRCA1 expr act – activators of BRCA1 expression | MCF7-BRCA1-FFLuc reporter, luminescence, 48 h; response scale: scaled: vehicle 0%, 10 µM genistein 100% | Potency, µM (titrated, usually from 46.1 µM), inactives show at the highest dose activation, most hits filed as activators | 1.1% of 380,000 active | AID 624202; further: nearly all actives have a fitted effect of over 80% in size; some results filed as inactive show a strong effect at the top dose
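Luminescence from a BRCA1-driven firefly luciferase in MCF7 cells was the read-out, taken 15 min after substrate addition following 48 h compound exposure at 37 °C. Data were normalized to a 10 microM genistein control and DMSO vehicle.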
uPA generation – inhibitors of cell surface uPA generation | cell surface uPA generation assay, qHTS | Potency, µM (highest dose often 38.3 µM), inactives show top-dose activity change, negative = inhibition, actives largely listed as inhibitors | 0.31% of 330,000 active | AID 540303; active means well fitted inhibition curve with a large enough effect; inconclusive means small, poorly fitted or top-dose-only effect; inactive means no such curve, though single readings can be large or run the other way; tested in mouse RAW 264.7 cells; further: on the % scale 0 is the no-effect control and ±100 the full control effect; nearly all actives have a fitted effect of over 55% in size
Rab9 prom act – activates the Rab9 promoter | Huh7 Rab9 promoter-luciferase reporter, luminescence, 24 h | Potency, µM (top dose mostly 9.22 µM), for inactives: at the top dose activation, negative = inhibition, most hits filed as activators | AID 485297 | 2.8% of 320,000 active; further: % of control where 0% means no effect; nearly all actives have a fitted effect of over 60% in size
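Huh7 cells stably carrying Rab9 promoter–luciferase reporter, plated 1500 cells/well, compound added after 2 h and incubated 24 h at 37 °C; luciferase luminescence then read after 10 min with detection reagent.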
Gal4-VP16 FLuc – inhibits Gal4-VP16 luciferase reporter, ROR gamma counter-screen | 3.5% of 310,000 active | Potency, µM (titrated, usually from 53.6 µM), for the others: at the top dose activity, negative = inhibition, actives largely listed as inhibitors | Drosophila S2 Gal4-VP16 UAS-luciferase, luminescence, 20 h;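 further: Gal4-VP16 expression switched on by copper sulfate through the metallothionein promoter; on the % scale 0 is the no-effect control and ±100 the full control effect; nearly all actives have a fitted effect of over 50% in size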
FLuc modulator – counter-screen for miR-21 project: firefly luciferase inhibitors or activators; P08659; purified FLuc, Km substrates, luminescence inhibition; Potency, µM (titrated, usually from 57.5 µM), for inactives: at the highest dose activity change, negative = inhibition, most hits filed as inhibitors; 6.9% of 360,000 active; AID 588342;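 further: plate controls were vehicle for no effect and reference inhibitor for full effect; nearly all actives have a fitted effect of over 55% in size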
Target sequence (P08659 whole entry, looked up): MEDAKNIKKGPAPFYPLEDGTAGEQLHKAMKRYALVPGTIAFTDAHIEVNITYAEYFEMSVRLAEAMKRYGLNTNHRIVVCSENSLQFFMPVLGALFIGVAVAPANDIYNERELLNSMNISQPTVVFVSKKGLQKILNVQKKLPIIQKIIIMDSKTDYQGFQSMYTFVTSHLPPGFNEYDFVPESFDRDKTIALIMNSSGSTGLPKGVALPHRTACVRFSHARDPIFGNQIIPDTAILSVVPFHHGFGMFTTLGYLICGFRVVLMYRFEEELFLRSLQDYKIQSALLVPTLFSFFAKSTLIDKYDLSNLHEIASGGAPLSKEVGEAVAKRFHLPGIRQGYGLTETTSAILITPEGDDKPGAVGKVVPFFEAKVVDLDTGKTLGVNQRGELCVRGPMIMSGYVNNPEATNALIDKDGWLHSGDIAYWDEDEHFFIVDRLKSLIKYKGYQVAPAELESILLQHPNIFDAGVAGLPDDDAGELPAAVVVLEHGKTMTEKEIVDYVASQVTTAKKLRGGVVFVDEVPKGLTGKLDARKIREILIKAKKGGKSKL
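Purified P. pyralis luciferase (10nM final) with 10uM D-luciferin and 10uM ATP (Km levels) in 50mM Tris acetate pH 7.5, 10mM Mg acetate, 0.01% Tween-20, 0.05% BSA; qHTS 6-point titration, ~60 µM downward; luminescence read.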
RORgamma inh – inhibitors of mouse ROR gamma transcriptional activity; Drosophila S2 Gal4-RORgamma UAS-luciferase reporter, 20 h; Potency, µM (highest dose often 53.6 µM), for the others: at the top dose activity change, negative = inhibition, most hits filed as inhibitors; 5.4% of 310,000 active; AID 2551; further: on the % scale 0 is the no-effect control and ±100 the full control effect; nearly all actives have a fitted effect of over 60% in size
Target sequence (P51450 whole entry, looked up, the tested form may be a part): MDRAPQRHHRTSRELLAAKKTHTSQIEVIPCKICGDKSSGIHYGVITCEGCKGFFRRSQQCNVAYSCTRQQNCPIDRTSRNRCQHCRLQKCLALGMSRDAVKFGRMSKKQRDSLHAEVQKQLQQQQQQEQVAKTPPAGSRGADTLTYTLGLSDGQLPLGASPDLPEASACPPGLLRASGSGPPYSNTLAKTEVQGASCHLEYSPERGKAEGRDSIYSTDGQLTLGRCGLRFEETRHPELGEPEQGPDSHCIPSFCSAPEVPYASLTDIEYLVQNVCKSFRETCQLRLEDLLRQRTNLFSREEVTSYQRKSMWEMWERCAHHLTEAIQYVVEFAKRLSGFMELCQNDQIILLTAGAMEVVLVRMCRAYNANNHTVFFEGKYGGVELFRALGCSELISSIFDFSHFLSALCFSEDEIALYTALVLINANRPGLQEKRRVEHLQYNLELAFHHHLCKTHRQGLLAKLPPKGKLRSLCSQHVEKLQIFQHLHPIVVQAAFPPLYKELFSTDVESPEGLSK
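Stable Schneider cell line, Gal4 DNA-binding domain fused to ROR gamma, UAS-luciferase. Cmpd 1 hr RT → CuSO4 700 uM final → 20 hr RT → luciferase reagent 10 min → luminescence.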
MLL CXXC-DNA inh – blocks binding of human MLL CXXC domain to DNA; Q03164; MLL-CXXC / FITC-HOXA9 DNA fluorescence polarization; Potency, µM (top dose mostly 115 µM), for the others: at the highest dose activity change, negative = inhibition, most hits filed as inhibitors; 0.037% of 290,000 active; AID 2662; active means well fitted inhibition curve with a large enough effect in the polarisation, with a control signal flat, not every such curve was filed as active; inconclusive means small, poorly fitted or top-dose-only effect, or effect the other way, or a change in a side signal; inactive means no such curve, though single readings can be large or run the other way; the % refers to the polarisation
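Fluorescence polarization: 7 uM MLL-CXXC (stock) preincubated 5 min with compounds, then 50 nM fluorescein-HOX-A9 DNA (stock) added; 30 min ambient. Buffer 50 mM Tris-HCl pH 7.5, 50 mM NaCl, 1 mM DTT, 0.05% BSA.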
MBNL1-CUG inh – blocks human MBNL1 binding to CUG repeat RNA. Q9NR56. TR-FRET MBNL1-His/biotin-(CUG)12 binding, 665/545 ratio. Potency, µM (top dose mostly 57.5 µM), without a hit: at the highest dose activity change, negative = inhibition, most hits filed as inhibitors. 0.036% of 280,000 active; active means well fitted inhibition curve with a large enough effect in the signal ratio, with a control signal flat, not every such curve was filed as active; inconclusive means small, poorly fitted or top-dose-only effect, or effect the other way, or a change in a side signal; inactive means no such curve, though single readings can be large or run the other way; the % refers to the signal ratio; further: on the % scale 0 is the no-effect control and ±100 the full control effect
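Inhibition of protein-RNA binding appears as loss of TR-FRET between terbium anti-His antibody on MBNL1-His and streptavidin-XL665 on biotin-(CUG)12. Activity is normalized to buffer-only and uninhibited-complex controls.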
ELG1 genotox – induces genotoxicity in HEK293T cells with luciferase-tagged ELG1; HEK293T ELG1-luciferase reporter, luminescence, 16 h; Potency, µM (top dose mostly 46 µM), for inactives: top-dose activity change, positive = activation, most hits filed as activators; 1.3% of 330,000 active; further: % of control where 0% means no effect; nearly all actives have a fitted effect of over 60% in size
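Genotoxicity was scored as increased ELG1-luciferase reporter signal, measured by ONE-Glo luminescence (30 min, room temperature). Compound or vehicle exposure of the HEK293T reporter cells lasted 16 hr at 37°C.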
NPC1 prom act – NPC1 promoter activation | Huh7 NPC1 promoter luciferase reporter, 24 h | 2.4% of 320,000 active | AID 485313 | Potency, µM (highest dose often 9.22 µM), without a hit: at the highest dose activation, hits mostly activators;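 further: % of control where 0% means no effect; nearly all actives have a fitted effect of over 60% in size; reporter is driven by a mutant NPC1 promoter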
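In 1536-well qHTS, Huh7 cells harboring an NPC1 promoter–luciferase construct received compound for 24 h; activation was quantified by luminescence following luciferase reagent addition.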
Active calls of the source: *; ? = inconclusive; . = not tested or not shown; & = joins results of further samples; [ ] = remark or other dose. Unless noted, the call rests on the fitted dose curve; in most records, active means well fitted curve in the direction sought with a large enough effect; inconclusive means small, poorly fitted or top-dose-only effect, or another doubt; inactive means no such curve, though single readings can be large; an effect the other way counts as inactive or inconclusive. Potency means the concentration at half of the fitted maximal effect. These rows are one share of the data (hit frequency here may not be typical).

Second line of a record: p53 reactivation, BRCA1 expr act, uPA generation, Rab9 prom act, Gal4-VP16 FLuc, FLuc modulator, RORgamma inh, MLL CXXC-DNA inh, MBNL1-CUG inh, ELG1 genotox, NPC1 prom act
- CCC(CC)C(=O)Oc1c(Sc2ccccc2[N+](=O)[O-])c(C)nn1C(C)(C)C
→ 1%, -47%, 7%, -4%, 6%, 1%, ?, -8%, -1%, -1%, -1%
- O=C(NCCNCc1ccc(F)cc1)c1ccco1
→ -1%, 4%, 2%, -1%, 5%, 0%, -16%, 10%, 3%, 0%, -2%
- CC(NC(=O)C(Cc1ccccc1)n1cccc1)c1ccccc1 (stereo not given)
→ 1%, -2%, 5%, 1%, 6%, 3%, -1%, 1%, -8%, -2%, -3%
- CCCCC(CC)COC1(c2ccccc2)OC(=O)c2ccccc21 (stereo not given)
→ ?, -22%, -2%, 9%, -9%, -1%, 12%, -3%, -2%, -4%, 1%
- CCn1cc(C=C2C(=O)c3ccccc3C2=O)c2ccccc21
→ -1%, -20%, 6%, -2%, 7%, 6µM*, 15%, ?, ., ?, 1%
- O=C(NCCCN1CCOCC1)c1cc2ccccc2cc1O
→ 9%, -2%, 1%, 0%, ., -9%, ., ., ., 0%, 2%
- CCOc1ccccc1N(CC(=O)NCc1ccco1)C(=O)CCC(=O)Nc1nccs1
→ -3%, -14%, 0%, -5%, 0%, 0%, 38%, 5%, -3%, -2%, -4%
- CCOc1ccc(OCCC(=O)OCC(=O)Nc2cc(S(=O)(=O)N3CCOCC3)ccc2C)cc1
→ ?, -7%, -11%, -6%, ., ?, ., ., ., 12%, 10%
- O=C(Nc1ccccc1)C1CCCN1S(=O)(=O)c1cccs1 (stereo not given)
→ -4%, -8%, 2%, -3%, ., 0%, ., ., ., -1%, 10%
- O=C(NCc1cccc(F)c1F)C1CCC(=O)N(C2CCCCCC2)C1 (stereo not given)
→ -5%, -2%, 4%, 5%, 6%, 3%, 8%, -8%, 1%, 1%, -1%
- O=S(=O)(Cc1ccccc1)Cc1cnc(Cl)s1
→ -3%, 3%, 3%, 2%, 4%, 0%, 5%, 43%[activator], 3%, 1%, -2%
- COc1cccc(Nc2nc(C)cc(C)c2C#N)c1
→ 3%, -68%, -1%, -5%, 3%, -4%, 17%, -5%, 10%, 1%, -15%
- O=C(Nc1ccccc1)c1ccc[n+](Cc2ccc([N+](=O)[O-])cc2)c1
→ -20%, 0%, 10%, -6%, 0%, 0%, 10%, 15%, ?, 1%, -2%
- CCN(c1ccccc1)S(=O)(=O)c1ccc(Cl)c(NC(=O)COC(=O)c2cccc(OC)c2O)c1
→ -6%, 0%, -1%, 1%, -5%, 3%, 29%[10 µM], 10%, ., -1%, -2%
- CCOc1cccc(C(=O)Nc2cccc(C(C)=O)c2)c1
→ 23%, 58%, -5%, 22%, 9%, ?, 3%, ?, ?, 0%, 6%

Next entries:
Second line of a record: p53 reactivation, BRCA1 expr act, uPA generation, Rab9 prom act, Gal4-VP16 FLuc, FLuc modulator, RORgamma inh, MLL CXXC-DNA inh, MBNL1-CUG inh, ELG1 genotox, NPC1 prom act
- COc1ccc(C(O)C(CN2CCOCC2)c2ccccc2)cc1 (stereo not given)
→ -7%, 6%, -4%, 7%, -7%, 0%, -14%, -3%, 8%, 0%, -2%
- CN(C(=O)COc1ccc2ccc(=O)oc2c1)C1CCS(=O)(=O)C1 (stereo not given)
→ 1%, -19%, -1%, 1%, -4%, -3%, 15%, 16%, 12%, 1%, -15%
- O=C1CN(S(=O)(=O)c2ccc(Br)cc2)c2ccccc2N1
→ ., -10%, -11%, 3%, -7%, -1%, 44%, 7%, 3%, 4%, -3%
- CN(C)CCN(C(=O)CCS(=O)(=O)c1ccccc1)c1nc2c(F)cccc2s1
→ 9%, 7%, 6%, 0%, -1%, 5%, -4%, 15%, 2%, 2%, -4%
- Cc1cccn2c(=O)c3cc(C(=O)NCC4CCCO4)c(=N)n(CCc4ccccc4)c3nc12 (stereo not given)
→ 6%, -16%, 3%, 2%, -7%, 0%, -3%, 14%, 12%, -5%, -3%
- Nc1cc(C(=O)O)c(N)c2c1C(=O)c1ccccc1C2=O
→ 10%, -64%, -4%, 0%, ?, 19µM*, ?, 32µM*, ?, 0%, 1%
- Cn1ccnc1SCC(=O)Nc1cccc(C(F)(F)F)c1
→ ?, 75%, -20%, 14%, 19%, 2%[2.3 µM], 2%, 1%, 9%, 9%, 12%
- O=S(=O)(NCC1CCCO1)c1ccc2ccccc2c1 (stereo not given)
→ -8%, -37%, 6%, -1%, 2%, 4%, 46%, 11%, 6%, 1%, -3%
- COc1ccccc1/C=C/C(=O)/C=C/c1ccccc1O
→ 34%, -78%, -14%, -42%[inhibitor], ?, 3.4µM*, ?, -13%, -12%, -15%, -37%[inhibitor]
- COc1ccc(OCCn2c(NC(=O)c3ccco3)nc3ccccc32)cc1
→ 9%, -30%, -5%, 7%, 2.8µM*, ?, 2.2µM*, -5%, 44%[activator], -15%, 9%
- O=C(NC1CCCCC1)NC1CC2CCC(C1)N2Cc1nnnn1Cc1ccc2c(c1)OCO2 (stereo not given)
→ 2%, -14%, 4%, -6%, -2%, 2%, 0%, 1%, -2%, -3%, -3%
- CCCN(CCC)c1ccc(/C=C/c2ccc3cc(OCC)ccc3n2)cc1
→ ?, 83%, 12%, 2.2µM*, -8%, 6.7µM*, 11%, ?, -4%, 10%, ?
- CCOC(=O)c1ccc(NC(=O)Nc2c(C)nn(C)c2C)cc1
→ 5%, -6%, ., -1%, ., 4%, -21%[0.365 µM], -9%, -19%, 6%, -7%
- CCOC(=O)c1cnn(CCOC(=O)C(C)(C)C)c1NC(=O)C(C)(C)C
→ -10%, -1%, ., 1%, 2%, -2%, -11%, -1%, -5%, 0%, 1%
- N#Cc1c(NC(=O)CSc2ncnc3c2cnn3-c2ccccc2Cl)sc2c1CCCC2
→ 2%, -26%, -3%, -1%, -6%, 1%, 11%, 5%, -9%, 3%, 1%

Remaining list, next part
mol | p53 reactivation | BRCA1 expr act | uPA generation | Rab9 prom act | Gal4-VP16 FLuc | FLuc modulator | RORgamma inh | MLL CXXC-DNA inh | MBNL1-CUG inh | ELG1 genotox | NPC1 prom act
COc1cccc(NC(=S)NC(=O)c2c(Cl)c(C)nn2C)c1 | ? | 42% | 0% | 19% | ? | -17% | 3.5µM* | 6% | ? | -2% | 7%
COc1ccc(S(=O)(=O)NCC2CCCN(C(=O)c3sccc3C)C2)cc1 (stereo not given) | 2% | -7% | 6% | -3% | 20% | -1% | 27% | 5% | 2% | -2% | -8%
O=c1oc(-c2cccs2)nc2scc(-c3cccs3)c12 | ? | -40% | -4% | 14% | 15% | 7.6µM* | 14% | 0% | -5% | 0% | 7%
COc1ccc(OC)c(S(=O)(=O)N(C)CC(=O)Nc2ccc3c(c2)OCO3)c1 | -13% | 13% | 3% | 0% | 4% | -13% | ? | 3% | 11% | 4% | -1%
O=C(NC1CCCCC1)C(c1ccccc1)N1CCOCC1 (stereo not given) | 3% | -23% | 2% | -3% | -3% | 0% | -2% | 0% | -6% | 2% | 1%
COCCn1c(=O)[nH]c2cc(C(=O)N3CCN(c4ccc(Cl)cc4)CC3)ccc2c1=O | -2% | -49%&5% | 1% | -13% | -30% | 1%&-1% | ? | 8% | -4% | -26% | -5%
COc1ccc(/C=C(/NC(=O)c2ccccc2)C(=O)N/N=C/c2ccc3c(c2)OCO3)cc1OC | -4% | -1% | 5% | 0% | -11% | ? | 23% | 32%[activator] | ? | -2% | 1%
O=C(c1ccc(OC2CCN(CCc3ccccc3)CC2)cc1)N1CCCC(O)C1 (stereo not given) | -4% | -14% | 2% | -19% | -3% | 3% | 2% | 2% | -1% | 0% | 0%
CCc1nnc(NC(=O)CSCc2cc(=O)n3ccsc3n2)s1 | -2% | 6% | -1% | -2% | -1% | 1% | 3% | 9% | -6% | 0% | 0%

Quoted at random: two entries already listed, in no set order.
mol | p53 reactivation | BRCA1 expr act | uPA generation | Rab9 prom act | Gal4-VP16 FLuc | FLuc modulator | RORgamma inh | MLL CXXC-DNA inh | MBNL1-CUG inh | ELG1 genotox | NPC1 prom act
COc1ccc(/C=C(/NC(=O)c2ccccc2)C(=O)N/N=C/c2ccc3c(c2)OCO3)cc1OC | -4% | -1% | 5% | 0% | -11% | ? | 23% | 32%[activator] | ? | -2% | 1%
CCc1nnc(NC(=O)CSCc2cc(=O)n3ccsc3n2)s1 | -2% | 6% | -1% | -2% | -1% | 1% | 3% | 9% | -6% | 0% | 0%
